Screening data from PubChem.
Abeta yeast res = qHTS for compounds that reverse cellular toxicity of Amyloid beta (A-beta) peptide in yeast: Primary Screen | yeast expressing A-beta42, growth rescue, OD600, 48 h; response scale: 0% DMSO, 100% iron-clioquinol control | Potency, µM (top dose mostly 46.1 µM), for inactives: at the highest dose growth rescue, hits mostly activators | 410,000 tested, 0.063% active | AID 1347071, 2019; also: potency is read from the fitted curve at half-maximal effect; nearly all actives have a fitted effect of over 55% in size
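Yeast A-beta toxicity model in growth medium with pinned compounds, 48 h at 30 C; growth read as absorbance at 600 nm. Normalized to FeCl3/clioquinol equimolar mix (positive) and DMSO (negative).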
TDP-43 yeast inh = qHTS of TDP-43 Inhibitors. TDP-43 expressing yeast growth rescue, BacTiter-Glo, 24 h. Potency, µM (doses to about 46.1 µM), inactives show at the highest dose growth rescue (activation), most hits filed as activators. 410,000 tested, 1.8% active; also: potency is read from the fitted curve at half-maximal effect; % of control where 0% means no effect; nearly all actives have a fitted effect of over 50% in size
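Galactose-induced TDP-43 yeast, OD600=0.02, compound pinned; 24 hr, 30 deg C; BacTiter-Glo luminescence for growth. Inhibitors of TDP-43 toxicity read as activators.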
FUS suppressor = qHTS for Suppressors of FUS Proteinopathy: Primary screen using FUS-linked yeast assay. Potency, µM (titrated, usually from 76.6 µM), for the others: at the highest dose growth rescue (activation), hits mostly activators. S. cerevisiae FUS-expressing, growth rescue, OD600, 24 h. AID 1347120, 2019. 390,000 tested, 0.24% active;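 also: potency is read from the fitted curve at half-maximal effect; plate controls were DMSO vehicle for no effect and reference control for full effect; nearly all actives have a fitted effect of over 55% in size; some results filed as inactive show a strong effect at the top dose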
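S. cerevisiae expressing FUS from galactose induction served as the toxicity model. Growth after 24hr at 30C, read as absorbance at 600 nm, indicates suppression of toxicity; compounds dosed at several concentrations.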
GLP-1R inv ag = qHTS of GLP-1 Receptor Inverse Agonists (Inhibition Mode) | Glucagon-like peptide 1 receptor (Homo sapiens), P43220 | 410,000 tested, 1.6% active | HEK293 GLP-1R CRE-luciferase, luminescence, 24 h; GLP-1R form is constitutively active | AID 624417, 2012 | Potency, µM (series often up to 38.3 µM), for the others: top-dose activity change, negative = inhibition, most hits filed as inhibitors; also: potency is read from the fitted curve at half-maximal effect; % is scaled to controls: 0 for no effect and ±100 for the full control effect; nearly all actives have a fitted effect of over 55% in size
Target sequence (P43220 whole entry, looked up): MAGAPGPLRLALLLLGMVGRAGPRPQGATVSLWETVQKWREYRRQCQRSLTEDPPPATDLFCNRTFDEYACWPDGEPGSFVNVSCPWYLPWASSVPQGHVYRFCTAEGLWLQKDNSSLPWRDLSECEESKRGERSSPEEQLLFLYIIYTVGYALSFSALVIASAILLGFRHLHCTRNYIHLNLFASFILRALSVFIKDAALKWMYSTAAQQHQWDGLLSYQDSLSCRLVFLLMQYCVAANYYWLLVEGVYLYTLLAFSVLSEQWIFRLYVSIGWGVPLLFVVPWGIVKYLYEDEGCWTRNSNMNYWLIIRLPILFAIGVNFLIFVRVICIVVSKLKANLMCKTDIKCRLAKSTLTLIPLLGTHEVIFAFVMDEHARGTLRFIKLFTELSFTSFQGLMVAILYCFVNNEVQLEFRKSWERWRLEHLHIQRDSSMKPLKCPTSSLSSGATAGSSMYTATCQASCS
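qHTS in 1536-well format: reporter HEK293 cells expressing constitutive GLP-1R activity in DMEM + 10% Nu serum, 24 hr with compounds at 37 deg C, luminescence read after 12 min with detection reagent.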
MmCpn inh = Inhibitors of TCP-1 ring complex (TRiC) of Methanococcus maripaludis (MmCpn): qHTS; purified Mm-Cpn ATPase, ADP Transcreener TR-FRET; 330,000 tested, 0.031% active; Potency, µM (titrated, usually from 76.9 µM), for the others: at the highest dose activity, negative = inhibition, actives largely listed as inhibitors; AID 504842, 2011; also: potency is read from the fitted curve at half-maximal effect; % is scaled to controls: 0 for no effect and ±100 for the full control effect; nearly all actives have a fitted effect of over 80% in size
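Compound-treated chaperonin, 25 nM final, turns over 10 uM ATP at 37°C for 30 min following a 10 min preincubation; ADP generated competes with ADP-d2 for Eu-cryptate antibody, lowering FRET.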
pAkt inh = HTS Assay for Inhibitors of Akt Phophorylation: Primary Screen; Neuro2A IGF-stimulated pAkt S473 HTRF, 20 min; stronger effect = lower value; activity change, % for hits at 50 µM; 360,000 tested, 0.32% active; AID 651550, 2012; in the data active = activity change below about -80%; inconclusive = mostly about -51% to -80%; also: % is scaled to controls: 0 for no effect and ±100 for the full control effect
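Neuro2A cells (4,500/well, DMEM with 0.5% FBS) were treated with compound at a single 50 µM final concentration, stimulated with 6 nM IGF for 20 min at 37 °C, and lysed. Phospho-Akt Ser473 was read by HTRF as 665/615 ratio ×10^4.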
PTHR1 agonist = qHTS for PTHR1 Agonists: Primary Screen | HEK293 GP2 PTHR1 cells, GloSensor cAMP luminescence, 1 h | Potency, µM (titrated, usually from 115 µM), inactives show top-dose activation, actives largely listed as activators | 410,000 tested, 0.075% active | AID 743266, 2014; also: potency is read from the fitted curve at half-maximal effect; nearly all actives have a fitted effect of over 55% in size; some results filed as inactive show a strong effect at the top dose; inactives centre near -15; many of its hits are not listed in these tables
Target sequence (Q03431 whole entry, looked up): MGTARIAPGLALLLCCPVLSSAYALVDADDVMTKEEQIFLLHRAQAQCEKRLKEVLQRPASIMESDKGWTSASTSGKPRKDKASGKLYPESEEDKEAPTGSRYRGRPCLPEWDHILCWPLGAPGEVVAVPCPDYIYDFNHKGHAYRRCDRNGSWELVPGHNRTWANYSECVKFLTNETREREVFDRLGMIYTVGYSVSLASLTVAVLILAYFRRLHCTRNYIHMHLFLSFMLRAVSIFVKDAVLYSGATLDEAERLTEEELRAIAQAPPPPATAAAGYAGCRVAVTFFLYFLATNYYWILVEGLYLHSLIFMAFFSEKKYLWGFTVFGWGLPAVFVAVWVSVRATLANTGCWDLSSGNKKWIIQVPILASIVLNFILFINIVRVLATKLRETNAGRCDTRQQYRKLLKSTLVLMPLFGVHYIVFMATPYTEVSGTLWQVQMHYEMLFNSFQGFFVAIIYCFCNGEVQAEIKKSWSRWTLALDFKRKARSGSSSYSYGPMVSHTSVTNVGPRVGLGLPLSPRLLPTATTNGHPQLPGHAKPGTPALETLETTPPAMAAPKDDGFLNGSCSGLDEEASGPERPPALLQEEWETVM
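HEK-293-derived GP2 cells expressing PTHR1 and a GloSensor cAMP reporter, 3,000/well, plated overnight, given luciferin plus IBMX (each 0.5 mM as added) for 1 h at 37 °C, then compound for 1 h at 37 °C. Luminescence was read after 15 min at room temperature.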
GLP1R cytotox = qHTS of GLP-1 Receptor Inverse Agonists: Cytotox Screen; 410,000 tested, 0.13% active; Potency, µM (top dose mostly 38.3 µM), without a hit: at the highest dose activity change, negative = inhibition, actives largely listed as inhibitors; HEK293 cAMP-luciferase reporter cells, luminescence, 24 h;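 also: loss of luciferase light is scored as toxicity; potency is read from the fitted curve at half-maximal effect; % is scaled to controls: 0 for no effect and ±100 for the full control effect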
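1536-well qHTS counterscreen of the MLSMR; 200 cells/uL, 12 h pre-incubation, 23 nL cpd, 24 h at 37 deg C 5% CO2, luciferase detection reagent, 12 min RT, luminescence. Inhibition = undesired.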
aSyn yeast inh = qHTS of alpha-syn Inhibitors | Yeast expressing alpha-synuclein, growth rescue, BacTiter-Glo, 24 h | Potency, µM (top dose mostly 46.1 µM), for inactives: at the top dose growth rescue (activation), most hits filed as activators | 370,000 tested, 0.14% active | AID 652106, 2013; also: potency is read from the fitted curve at half-maximal effect; % of control where 0% means no effect; nearly all actives have a fitted effect of over 65% in size
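Galactose-induced alpha-syn yeast (OD600=0.02, raffinose-pregrown) + pinned cpd, 24 hr, 30 deg C; growth by BacTiter-Glo luminescence. Growth restoration scores as activation.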
* marks the source's active call; other numbers are inactive results; i = inactive; ? = inconclusive; . = not tested or not shown; [ ] = dose if it differs, or a comment. Unless noted, calls follow the shape of the dose curve; as a rule, active = well fitted curve in the direction sought with a large enough effect; inconclusive = small, poorly fitted or top-dose-only effect, or another doubt; inactive = no such curve, though single readings can be large; an effect the other way counts as inactive or inconclusive. Only part of the results is shown; the hit share may differ from the screen's.

The first 11 records as a preview:
SMILES	Abeta yeast res	TDP-43 yeast inh	FUS suppressor	GLP-1R inv ag	MmCpn inh	pAkt inh	PTHR1 agonist	GLP1R cytotox	aSyn yeast inh
NS(=O)(=O)c1ccc(CCNC(=O)C2CCCCC2)cc1	-9%	?	11%	0%	-4%	i	i	-17%	-2%
Cc1cccc(N2CCN(c3nc(C)cc(C)c3C#N)CC2C)c1 (configuration not stated)	8%	?	18%	?	?	i	-12%	9%	-26%
CCNC(=O)N(CCOC)CC1CCCN(C2Cc3ccccc3C2)C1 (configuration not stated)	3%	-9%	17%	11%	1%	i	0%	-5%	-8%
CN(CC(=O)Nc1c(Cl)cccc1Cl)C(=O)CC1Sc2ccccc2NC1=O (configuration not stated)	15%	6%	5%	2%	-1%	i	-14%	13%	-2%
COC(=O)c1sc2ccccc2c1NC(=O)c1cccs1	-15%	?	-7%	8%	-14%	i	-5%[57.5 µM]	4%	9%
COc1ccc(C(=O)COC(=O)c2ccco2)cc1	-6%	-9%	18%	2%	-2%	i	-13%[57.5 µM]	11%	-3%
NS(=O)(=O)c1cccc(NC(=O)Nc2ccc(Cl)cc2)c1	-1%	1%	24%	?	0%	i	i	-1%	-12%
CC(=O)Nc1ccc(NC(=O)C2CCN(S(=O)(=O)c3cccc4nonc34)CC2)cc1	3%	0%	-1%	-4%	1%	i	i	7%	-3%
CCOC(=O)/C(C#N)=C/N1CCOCC1	-14%	-18%	10%	15%	4%	i	i	0%	-3%
O=C(CCCn1c(=O)c2cccn2c2ccccc21)NCCc1ccc(Cl)cc1	?	25µM*	7%	-8%	.	.	-33%[inhibitor]	-6%	.
CCC(C)NC(=O)C1CCC(CNS(=O)(=O)c2ccccc2)CC1 (configuration not stated)	-4%	0%	-11%	-11%	2%	i	20%	9%	1%

The listing, from the start:
SMILES	Abeta yeast res	TDP-43 yeast inh	FUS suppressor	GLP-1R inv ag	MmCpn inh	pAkt inh	PTHR1 agonist	GLP1R cytotox	aSyn yeast inh
NS(=O)(=O)c1ccc(CCNC(=O)C2CCCCC2)cc1	-9%	?	11%	0%	-4%	i	i	-17%	-2%
Cc1cccc(N2CCN(c3nc(C)cc(C)c3C#N)CC2C)c1 (configuration not stated)	8%	?	18%	?	?	i	-12%	9%	-26%
CCNC(=O)N(CCOC)CC1CCCN(C2Cc3ccccc3C2)C1 (configuration not stated)	3%	-9%	17%	11%	1%	i	0%	-5%	-8%
CN(CC(=O)Nc1c(Cl)cccc1Cl)C(=O)CC1Sc2ccccc2NC1=O (configuration not stated)	15%	6%	5%	2%	-1%	i	-14%	13%	-2%
COC(=O)c1sc2ccccc2c1NC(=O)c1cccs1	-15%	?	-7%	8%	-14%	i	-5%[57.5 µM]	4%	9%
COc1ccc(C(=O)COC(=O)c2ccco2)cc1	-6%	-9%	18%	2%	-2%	i	-13%[57.5 µM]	11%	-3%
NS(=O)(=O)c1cccc(NC(=O)Nc2ccc(Cl)cc2)c1	-1%	1%	24%	?	0%	i	i	-1%	-12%
CC(=O)Nc1ccc(NC(=O)C2CCN(S(=O)(=O)c3cccc4nonc34)CC2)cc1	3%	0%	-1%	-4%	1%	i	i	7%	-3%
CCOC(=O)/C(C#N)=C/N1CCOCC1	-14%	-18%	10%	15%	4%	i	i	0%	-3%
O=C(CCCn1c(=O)c2cccn2c2ccccc21)NCCc1ccc(Cl)cc1	?	25µM*	7%	-8%	.	.	-33%[inhibitor]	-6%	.
CCC(C)NC(=O)C1CCC(CNS(=O)(=O)c2ccccc2)CC1 (configuration not stated)	-4%	0%	-11%	-11%	2%	i	20%	9%	1%
CCCC(=O)Nc1ccc2c(c1)C(=O)NC2=O	6%	15%	-31%	10%	-1%	i	-9%	-17%	-4%
COc1ccc(C(=O)/C=C/Nc2ccc([N+](=O)[O-])cc2)cc1	2%	20%	.	9%	0%	i	i	3%	14%
COc1ccc(CNC(=O)c2ccc3c(c2)N(Cc2ccccc2)C(=O)c2ccccc2S3=O)cc1 (configuration not stated)	-25%	-18%	5%	12%	.	.	?	0%	.
CC(=O)N1c2c(cc(Br)cc2S(=O)(=O)N2CCN(c3ccccn3)CC2)CC1C (configuration not stated)	22%	-2%	7%	-11%	1%	i	-21%	-7%	2%
O=[N+]([O-])c1ccccc1CSc1ccccn1	19%	-4%	9%	-19%	-2%	i	0%	23%	0%
O=C(CSc1nc2c(c(=O)n1-c1ccc(Br)cc1)SCC2)NCC1CCCO1 (configuration not stated)	3%	6%	2%	-15%	0%	i	i	-20%	0%
Cc1sc2c(c1C)CN(Cc1ccncc1)CN2C(=O)c1ccco1	-3%	-8%	2%	-1%	-7%	i	i	12%	1%
Cc1cc(Br)ccc1NC(=O)CNC(=O)CSc1ncccn1	-15%	-22%	.	3%	0%	i	-11%	-6%	-3%
COc1ccc(NC(=O)CSc2nccn2Cc2ccc3c(c2)OCO3)cc1	22%	0%[9.22 µM]	9%	4%	.	.	i	22%	.
Nc1ccccc1Nc1cc(-c2ccccc2)nn1-c1cccc(Cl)c1	-17%	?	?	?	1%	i	-4%	2%	-1%
CCc1nc2ccc(C(=O)Nc3ccc(OC)c(OC)c3)cn2c1N(CC)Cc1cccc(Br)c1	23%	23%	32%	?	.	i	-28%	-14%	-13%
COc1ccc(S(=O)(=O)N2CN(Cc3ccco3)c3nc4ccccc4nc32)cc1	-23%	0%	5.6µM*	0%	-3%	.	?	0%	-2%
COc1ccc(C(=O)Nc2ccc3nc(SCC(=O)N4CCCc5ccccc54)sc3c2)cc1	-21%	-13%	?	?	.	.	-45%[inhibitor]	-29%	.
Cc1ccc2c(CN3CCN(c4ccc(Cl)c(Cl)c4)CC3)cc(=O)oc2c1	-3%	?	-7%	34%[activator]	.	i	i	-8%	0%
The list goes on:
SMILES	Abeta yeast res	TDP-43 yeast inh	FUS suppressor	GLP-1R inv ag	MmCpn inh	pAkt inh	PTHR1 agonist	GLP1R cytotox	aSyn yeast inh
CCc1ncc(CN2CCC(C(=O)Nc3cccc(-c4cscn4)c3)CC2)cn1	-1%	15%	.	-3%	2%	i	-22%	2%	-11%
CCCCn1cnc2c(c1=O)c1nc3ccccc3nc1n2Cc1ccc2c(c1)OCO2	10%	2%	-27%	22%	-3%	i	-16%	2%	5%
O=C(N/N=C/C=C/c1ccco1)/C(=C/c1ccccc1)NC(=O)c1ccccc1	2%	10%	?	-5%	-2%	i	i	0%	5%
CN=C(C)c1c(O)c2ccccc2oc1=O	-7%	-22%	19%	16%	-1%	.	-32%[inhibitor][57.5 µM]	-41%	1%
Cc1noc(C)c1C(=O)N1CCCC(Nc2ccc(C(C)C)cc2)C1 (configuration not stated)	0%	0%	26%	11%	?	i	-10%	-2%	-2%
Cc1cc(C(=O)CSc2nnc(-c3ccco3)o2)c(C)n1Cc1ccco1	0%	4%	21%	?	-9%	i	-13%[57.5 µM]	-32%	-8%
CC(Sc1nc(N)cc(=O)[nH]1)C(=O)NCC(=O)Nc1ccc(F)c(F)c1F (configuration not stated)	3%	0%	11%	16%	2%	i	-5%	2%	3%[1.84 µM]
COc1cc(OC)c(NS(=O)(=O)c2cc3c(cc2C)N(C(C)=O)CCO3)cc1Cl	4%	8%	31%	-3%	.	.	-16%	14%	.
CC(Oc1ccc2ccc(=O)oc2c1)C(=O)NC(Cc1c[nH]c2ccc(O)cc12)C(=O)O (configuration not stated)	8%	?	9%	7%	0%	i	i	1%	2%
Cc1cccc(N2C(=O)C3C4C=CC(C4)C3C2=O)c1 (configuration not stated)	-3%	12%	2%	-23%	-1%	i	i	-5%	3%
CC(C)c1nnc(NC(=O)C2CCCO2)s1 (configuration not stated)	6%	-2%	-25%	13%	4%	i	i	5%	0%
COc1ccc(N2CCN(C(=O)C(CC(C)C)NS(=O)(=O)c3ccc4nc(C)sc4c3)CC2)cc1 (configuration not stated)	-13%	21%	30%	2%	.	.	-15%	1%	.
Cc1ccc(-c2nc3cccnc3o2)cc1NC(=O)COc1ccc(C(C)(C)C)cc1	-23%	?	32µM*	?	0%	i	-19%	?	-11%
CCCN1C2CCCC1CC(NC(=O)C1CCCCC1)C2 (configuration not stated)	15%	13%	8%	1%	1%	i	-1%[57.5 µM]	-16%	1%
CNc1nnc(-c2ccc(OC)cc2)s1	2%	4%	-26%	11%	-5%	i	i	-10%	-3%
CSc1ccccc1NC(=O)c1ccccc1N(C)S(C)(=O)=O	2%	?	19%	0%	2%	i	-5%[57.5 µM]	4%	-5%
CC(C)Sc1nnc(CNC(=O)C23CC4CC(CC(C4)C2)C3)n1Cc1ccccc1	47%	8%	?	?	0%	i	-7%	-9%	10%
